High-throughput results (PubChem)
mHTT CaM bind = mHTT-calmodulin interaction abrogation. AlphaScreen His-mHTT/GST-CaM binding, luminescence. inhibition, % at 15 µM. P42858. 190,000 tested, 3.6% active;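 further: 0% = both proteins with DMSO and 100% = one protein alone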
Target sequence (P42858 whole entry, looked up, stated change not applied): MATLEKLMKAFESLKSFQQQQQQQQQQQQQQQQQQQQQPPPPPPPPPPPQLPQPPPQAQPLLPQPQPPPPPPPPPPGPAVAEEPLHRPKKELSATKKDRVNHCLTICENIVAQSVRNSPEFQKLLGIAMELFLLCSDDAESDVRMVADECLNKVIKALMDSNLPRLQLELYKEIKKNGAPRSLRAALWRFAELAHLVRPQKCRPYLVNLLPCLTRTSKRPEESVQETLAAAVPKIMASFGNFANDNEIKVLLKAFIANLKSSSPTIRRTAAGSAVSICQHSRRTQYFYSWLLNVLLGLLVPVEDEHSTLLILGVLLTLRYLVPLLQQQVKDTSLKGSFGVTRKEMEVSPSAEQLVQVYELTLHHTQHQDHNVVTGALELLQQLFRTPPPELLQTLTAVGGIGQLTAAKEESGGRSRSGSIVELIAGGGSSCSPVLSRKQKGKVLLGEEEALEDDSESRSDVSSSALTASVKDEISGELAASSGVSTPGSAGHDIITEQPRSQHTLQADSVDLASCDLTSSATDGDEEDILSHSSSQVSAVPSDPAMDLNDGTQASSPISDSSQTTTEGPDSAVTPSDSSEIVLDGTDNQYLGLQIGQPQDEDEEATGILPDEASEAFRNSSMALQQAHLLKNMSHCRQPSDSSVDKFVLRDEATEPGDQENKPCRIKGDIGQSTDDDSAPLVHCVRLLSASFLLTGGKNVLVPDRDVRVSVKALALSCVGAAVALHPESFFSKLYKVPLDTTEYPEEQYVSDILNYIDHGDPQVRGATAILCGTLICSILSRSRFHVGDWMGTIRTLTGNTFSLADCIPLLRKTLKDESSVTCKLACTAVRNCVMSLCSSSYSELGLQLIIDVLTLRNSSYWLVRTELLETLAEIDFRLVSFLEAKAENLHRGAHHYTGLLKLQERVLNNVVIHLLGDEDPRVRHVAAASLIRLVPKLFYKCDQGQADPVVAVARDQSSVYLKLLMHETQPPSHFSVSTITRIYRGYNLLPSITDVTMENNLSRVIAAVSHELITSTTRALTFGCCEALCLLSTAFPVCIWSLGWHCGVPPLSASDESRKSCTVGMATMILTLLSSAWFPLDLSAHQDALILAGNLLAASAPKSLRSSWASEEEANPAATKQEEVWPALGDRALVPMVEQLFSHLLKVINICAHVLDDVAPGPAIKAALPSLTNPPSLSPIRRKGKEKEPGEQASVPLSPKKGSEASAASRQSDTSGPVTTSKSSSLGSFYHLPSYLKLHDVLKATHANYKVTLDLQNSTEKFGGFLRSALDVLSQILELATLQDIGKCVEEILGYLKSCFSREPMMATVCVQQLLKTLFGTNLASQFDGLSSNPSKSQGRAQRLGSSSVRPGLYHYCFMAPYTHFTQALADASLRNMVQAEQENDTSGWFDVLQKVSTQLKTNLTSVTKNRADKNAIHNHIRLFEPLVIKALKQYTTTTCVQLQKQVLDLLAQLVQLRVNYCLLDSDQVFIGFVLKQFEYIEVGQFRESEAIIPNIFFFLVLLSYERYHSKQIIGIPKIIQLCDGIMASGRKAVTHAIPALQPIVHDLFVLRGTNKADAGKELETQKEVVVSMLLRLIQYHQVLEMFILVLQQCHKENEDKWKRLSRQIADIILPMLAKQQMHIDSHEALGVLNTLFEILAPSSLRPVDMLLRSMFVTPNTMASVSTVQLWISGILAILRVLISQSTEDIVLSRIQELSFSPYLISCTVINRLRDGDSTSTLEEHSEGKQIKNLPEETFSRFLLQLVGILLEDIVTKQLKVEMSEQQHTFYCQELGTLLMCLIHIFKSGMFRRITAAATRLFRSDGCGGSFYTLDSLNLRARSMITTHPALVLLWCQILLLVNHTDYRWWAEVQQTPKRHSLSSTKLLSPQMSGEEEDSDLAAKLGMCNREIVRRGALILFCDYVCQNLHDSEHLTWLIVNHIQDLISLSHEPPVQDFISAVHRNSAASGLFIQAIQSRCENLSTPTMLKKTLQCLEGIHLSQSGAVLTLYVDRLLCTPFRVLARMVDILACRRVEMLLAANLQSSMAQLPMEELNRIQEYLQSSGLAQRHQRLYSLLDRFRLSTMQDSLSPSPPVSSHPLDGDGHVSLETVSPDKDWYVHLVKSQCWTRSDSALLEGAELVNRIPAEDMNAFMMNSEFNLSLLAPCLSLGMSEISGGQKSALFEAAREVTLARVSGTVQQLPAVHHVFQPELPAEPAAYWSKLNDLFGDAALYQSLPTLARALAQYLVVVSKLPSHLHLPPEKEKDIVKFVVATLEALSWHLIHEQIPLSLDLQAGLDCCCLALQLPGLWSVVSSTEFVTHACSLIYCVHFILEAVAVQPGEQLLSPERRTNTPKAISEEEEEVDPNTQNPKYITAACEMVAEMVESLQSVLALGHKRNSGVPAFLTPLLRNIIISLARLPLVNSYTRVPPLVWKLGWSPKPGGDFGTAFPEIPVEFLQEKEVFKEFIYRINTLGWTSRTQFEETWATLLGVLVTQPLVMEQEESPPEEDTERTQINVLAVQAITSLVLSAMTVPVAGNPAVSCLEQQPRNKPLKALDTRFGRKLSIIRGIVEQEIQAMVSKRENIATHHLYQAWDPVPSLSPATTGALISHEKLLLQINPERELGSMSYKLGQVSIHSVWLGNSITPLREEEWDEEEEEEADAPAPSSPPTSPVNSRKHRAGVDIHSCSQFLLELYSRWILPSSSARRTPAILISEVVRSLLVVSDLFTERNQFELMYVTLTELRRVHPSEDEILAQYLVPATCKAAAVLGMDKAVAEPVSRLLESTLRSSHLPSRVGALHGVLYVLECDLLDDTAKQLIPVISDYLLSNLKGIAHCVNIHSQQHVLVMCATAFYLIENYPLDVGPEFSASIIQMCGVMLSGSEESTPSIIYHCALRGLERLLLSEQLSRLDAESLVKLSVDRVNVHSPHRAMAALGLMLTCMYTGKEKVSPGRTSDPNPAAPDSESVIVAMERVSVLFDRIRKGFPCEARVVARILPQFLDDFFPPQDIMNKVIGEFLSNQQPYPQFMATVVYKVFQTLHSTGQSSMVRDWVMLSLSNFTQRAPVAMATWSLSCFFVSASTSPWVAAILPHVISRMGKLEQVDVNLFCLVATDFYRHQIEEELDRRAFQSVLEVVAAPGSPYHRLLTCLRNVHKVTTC
Pf apPOL block = Pf-apPOL DNA polymerase inhibition | Recombinant Pf-apPOL, molecular beacon fluorescence, 1.5 h | inhibition, % at 10 µM | 210,000 tested, 0.25% active | AID 1794808
* hit, by the source's call; nt = no result given; & = joins results of further samples. No stated cut-off is given here; in the data, active means inhibition above about 50%; inactive means the rest. A portion of the library; count on the stated rates, not on these rows.

No.	SMILES	mHTT CaM bind	Pf apPOL block
1	Cc1ccc2[nH]cc(CCN3CC(C(=O)Nc4ccccc4C)CC3=O)c2c1 (stereo not given)	23	3
2	NC1C=CC=C(C(=O)O)C1 (stereo not given)	nt	0
3	COc1cc2c(=O)oc(-c3cccnc3Oc3ccccc3)nc2c(OC)c1OC	nt	1&-9
4	Cc1ccc(NC(=O)C2CC(=O)N(c3ccccc3)C2)cc1C (stereo not given)	-4	-5
5	O=C(CN1CCC2(CC1)N=C(c1cccc(F)c1)C(=O)N2)NCc1ccccc1Cl	9	4
6	COc1ccccc1C(CCN)C1CCOC(C)(C)C1 (stereo not given)	17&4	-8&4
7	Cc1nnc(Sc2nc3ccccc3s2)c2ccccc12	-3	4
8	N#CCNC(=O)c1cc2nc(-c3ccco3)cc(C(F)(F)F)n2n1	6	-1
9	O=C(NCCC1=CCCCC1)C1(c2cc(-c3ccccc3F)on2)CC1	35	-5
10	O=C(NC(C(=O)O)C12CC3CC(CC(C3)C1)C2)C1CCCCC1 (stereo not given)	-5	-1
11	CC(C)NC(=O)c1cn(-c2cccc(F)c2)nn1	-12	0
12	CC1(C)CC(NC(=O)c2ccc([N+](=O)[O-])cc2)CC(C)(C)N1O	-1	-1
13	Cc1ccc(C(=O)N2CCCC3(C2)Nc2cccnc2NC3=NC2CCCC2)cc1F (stereo not given)	3	-6
14	Cc1ccc(CNC(=O)N2CCc3c(c(-c4nc(C5CC5)no4)nn3C)C2)cc1	18	0
15	COc1cc([N+](=O)[O-])ccc1NC(=O)COc1ccc(Br)cc1	1	-5
16	COc1ccc(OC)c(CNC(=O)C2CCN(S(=O)(=O)N3CCCCC3)CC2)c1	-3	-12
17	COCC(=O)Nc1ccc2c(c1)CN(Cc1cc(F)cc(F)c1)C(=O)C(C)O2 (stereo not given)	3	-5
18	O=C(c1ccnc(N2CCNC(c3ccccc3)C2)c1)N1CCC(Cc2ccccc2)CC1 (stereo not given)	20	-9
19	COc1cc(C(=O)O)c(C2Oc3ccccc3C3CC(c4ccccc4)=NN32)cc1OC (stereo not given)	50*	-5
20	CCc1nnc(SCC(=O)Nc2cccc(Cl)c2)nc1CC	-4	2

Next part:
No.	SMILES	mHTT CaM bind	Pf apPOL block
21	C=CCSc1ncnc2c1sc1nc(C)cc(C)c12	nt	0
22	CCc1nnc(NS(=O)(=O)c2ccc(N=CC3=C(O)c4ccccc4C3=O)cc2)s1	9	-3
23	CC(=O)c1cccc(NC(=O)c2ccc(C(=O)Nc3cccc(C(C)=O)c3)cc2)c1	-2	-5
24	COc1c(C(=O)N2CCN(c3ccccc3)CC2)sc2cccc(F)c12	64*	0
25	O=C(COc1ccc(Br)cc1)NCc1ccccn1	-5	-85
26	Cc1ccc(Sc2ncccc2NC(=O)Cc2ccccc2)cc1	nt	-33
27	Cc1ccc(C2=CC(c3ccccc3C)n3ncnc3N2)cc1 (stereo not given)	4	-6
28	CCc1c(C)nc2c(-c3ccc(Cl)cc3)c[nH]n2c1=O	2	12
29	CSc1ccc(-n2nc(C)c(C)c2C)nn1	-9	3
30	C=CCn1c(SCc2nc3ccccc3[nH]2)nnc1-c1ccco1	0	-10
31	Cc1nn(Cc2ccc(Cl)c(Cl)c2)c(C)c1NC(=O)c1cc(-c2ccco2)on1	57*	2
32	Cc1cccc2c(=O)n(C3CCN(S(=O)(=O)c4ccc(Cl)cc4)CC3)cnc12	-5	-1
33	O=C1C2C(C(=O)N1c1ccc([N+](=O)[O-])cc1)C1C=CC2C12CC2 (stereo not given)	-5	nt
34	C=CCn1c(SCC(=O)Nc2ccccc2F)nnc1-c1ccc(OC)cc1	0	-2
35	CC(C)Nc1nc(N2CCOCC2)nc(N2CCOCC2)n1	-4	1
36	N#Cc1cc(Nc2ccccc2Cl)c([N+](=O)[O-])cc1C#N	15	2
37	O=C1NC2(CCN(C(=O)NC3CCCCC3)CC2)Nc2cc(Cl)ccc21	-6	-4
38	Cc1c(-c2ccnn2C(=O)Nc2ccccc2)sc2ccccc12	nt	6
39	CC(=O)N1c2c(cc(Br)cc2S(=O)(=O)Nc2ccc(C(C)C)cc2)CC1C (stereo not given)	22	4
40	CC(C)=C1C2CCC1C(C(=O)NCCc1ccccc1)C2C(=O)O (stereo not given)	1	-2

The results go on.
No.	SMILES	mHTT CaM bind	Pf apPOL block
41	CCCCNS(=O)(=O)c1ccc2c(c1)C(=NO)c1cc(S(=O)(=O)NCCCC)ccc1-2	5	7
42	CCN1c2ccc(C)cc2C(=O)NC12CCN(C(=O)c1ccc(OC)cc1OC)CC2	23	7
43	Cc1ccc(NC(=O)Cn2[nH]c3c(cnc4ccc(F)cc43)c2=O)cc1C	-5	7
44	Cc1cc(C)c(S(=O)(=O)n2nnc3ccccc32)c(C)c1	-6	-1
45	Cc1cc(=O)[nH]c(-n2nc(C)c(CCC(=O)NCc3cccs3)c2C)n1	-5	-9
46	Cc1ccc2ccc(C(Nc3ccccn3)c3ccc(N(C)C)cc3)c(O)c2n1 (stereo not given)	100*	4
47	Cc1ccc(OCCCOc2ccc(/C=C3/C(=N)N4C=CSC4=NC3=O)cc2)cc1C	16	7
48	Cc1c(NS(=O)(=O)c2cccc3nsnc23)c(=O)n(-c2ccccc2)n1C	-1	-4
49	CSc1nnc(-c2nn(C)c3c2CN(C(=O)c2ccccc2F)CC3)n1C	-3	-2
50	Cc1nnsc1C(=O)N1CCCC(c2nnc(-c3ccc4c(c3)OCO4)o2)C1 (stereo not given)	-18	-4
51	O=C(Nc1ccc(-c2cc3ccccc3oc2=O)cc1)c1ccc2c(c1)OCCO2	-2	-3
52	COc1ccc([N+](=O)[O-])cc1C1=N/C(=C/c2ccccc2[N+](=O)[O-])C(=O)O1	3	-2
53	COc1ccc(C=C2Oc3c(ccc(O)c3O)C2=O)cc1OC	-1	39
54	CC(C)C[C@H]1COc2cc(F)ccc2S(=O)(=O)N1C	-5	3
55	O=C(O)c1ccccc1S(=O)CCO (stereo not given)	-2	1
56	CC(=O)Nc1cccc(C(=O)Nc2ccc(Cl)cc2Cl)c1	-1	0
57	Cc1ccc(N=CC=C2OC(C)(C)C(C)(C)O2)cc1	56*	-1
58	Cn1c(CN2CCN(C(=O)c3nc4ccccc4s3)CC2)nc2ccccc21	4	0
59	N#C/C(=C\c1cn(Cc2ccc(Cl)c(Cl)c2)c2ccccc12)C(=O)NCC1CCCO1 (stereo not given)	10	-4
60	Cc1ccc(CNC(=O)Nc2nccn(-c3ccccc3)c2=O)cc1	5	-5

Full records from above.
Cc1c(NS(=O)(=O)c2cccc3nsnc23)c(=O)n(-c2ccccc2)n1C as listed: mHTT CaM bind = -1; Pf apPOL block = -4
CCCCNS(=O)(=O)c1ccc2c(c1)C(=NO)c1cc(S(=O)(=O)NCCCC)ccc1-2 as listed: mHTT CaM bind = 5; Pf apPOL block = 7
N#C/C(=C\c1cn(Cc2ccc(Cl)c(Cl)c2)c2ccccc12)C(=O)NCC1CCCO1 (stereo not given) as listed: mHTT CaM bind = 10; Pf apPOL block = -4

Two compounds picked at random from those above:
No.	SMILES	mHTT CaM bind	Pf apPOL block
57	Cc1ccc(N=CC=C2OC(C)(C)C(C)(C)O2)cc1	56*	-1
56	CC(=O)Nc1cccc(C(=O)Nc2ccc(Cl)cc2Cl)c1	-1	0

More records follow:
No.	SMILES	mHTT CaM bind	Pf apPOL block
61	C=C(C)C(=O)Oc1ccc(N2C(=O)C3C4C=CC(C4)C3C2=O)cc1 (stereo not given)	8	-3
62	CCN(c1ccc(F)cc1)S(=O)(=O)c1ccc2[nH]cc(C(=O)NCC(OC)OC)c(=O)c2c1	18	-8
63	COc1ccccc1Nc1nc2nonc2nc1N1CCCCC1C (stereo not given)	4	-6
64	CC(=O)c1ccc(NC(=O)N2CC3CC2CC3NC(=O)c2ccccc2)cc1 (stereo not given)	2	0
65	O=C(NCc1ccc(N2CCOCC2)nc1)c1cc(F)cc(F)c1	-6	-2
66	CC(=O)Nc1ccc(Cl)c(C(=O)Nc2ccc(C)c(Cl)c2)c1	20	-8
67	O=C(CSc1n[nH]c(-c2ccccc2)n1)Nc1ncc(Br)cc1Br	-1	-5
68	Cn1c(=O)c2c(nc(N3CCOCC3)n2CCN=CN2CCOCC2)n(C)c1=O	-1	-1
69	COc1cccc(NC(=O)C2CCCN(c3cn[nH]c(=O)c3)C2)c1 (stereo not given)	1	-2
70	COc1ccc(NC(=O)CSc2nnnn2-c2ccc3c(c2)OCO3)cc1Cl	0	1
71	CCOc1ccc2nc(SCC(=O)Nc3ccc(Cl)cn3)sc2c1	-6	-2
72	CC12CN(C(=O)c3ccccc3Cl)CC(C)(CN(C(=O)c3ccccc3Cl)C1)C2=O	-1	-6
73	O=C(Cc1ccsc1)N1CCC(OCc2nc(C3CC3)no2)CC1	-1	-7
74	COc1cccc(C2Sc3ccccc3NC3=C2C(=O)c2ccccc23)c1OC (stereo not given)	58*	0
75	N#CCCS(=O)(=O)c1ccc(Cc2ccc(S(=O)(=O)CCC#N)cc2)cc1	2	-14
76	CN1C(=N)NC(=O)/C1=C\c1ccc(Cl)cc1Cl	-1	-3
77	O=C(CCN1CCCC1)Nc1ccc(F)c(F)c1	-6	-11
78	CCC1Oc2ccc(Cl)cc2N(CC(=O)NCCN(C)C)C1=O (stereo not given)	-7	-13
79	Cn1ccnc1Sc1cc(Cl)ccc1[N+](=O)[O-]	10	0
80	Cc1cccc(C2CCCN2C(=O)c2nc3nc(C)cc(C(F)F)n3n2)c1 (stereo not given)	-1	-5

(further entries)
No.	SMILES	mHTT CaM bind	Pf apPOL block
81	CCC(C)(C)C1CCc2c(sc(NC(=O)c3cc4ccccc4c(=O)o3)c2C(N)=O)C1 (stereo not given)	1	-12
82	CC1(C)CC(=O)c2c(noc2CCCCc2onc3c2C(=O)CC(C)(C)C3)C1	-2	-1
83	CN(CCNC(=O)CN1C(=O)/C(=C/c2ccccc2F)Sc2ccccc21)Cc1ccccc1	92*	-1
84	CCCn1c(C2CCN(C(=O)c3ccoc3)C2)nc2cccnc21 (stereo not given)	-5	0
85	CCOC(=O)N1CCN(Cc2c(NC(=O)c3ccccc3)sc(C)c2C)CC1	-9	2
86	O=C(O)c1ccc(N2CCC3(CC2)OCCO3)c([N+](=O)[O-])c1	3	-2
87	NNC(=O)c1ccccc1-n1cccc1	-4	-5&1
88	CC1C(=O)N(c2ccccc2-c2ccccc2)CCN1C(=O)C1CCCC1 (stereo not given)	3	-4
89	Cc1ccc(NC(=O)C2C3C=CC4(CN(Cc5cccnc5)C(=O)C24)O3)cc1F (stereo not given)	-6	-1
90	NC(=O)C(=O)O	nt	2
91	COc1ccc(OC)c(C2CC(c3cccc(Br)c3)Nc3ncnn32)c1 (stereo not given)	8	-5
92	CC1(C)CC(=O)C(=Cc2c[nH]c3ccccc23)C(=O)C1	31	0
93	Cc1nc(N)sc1-c1csc(Nc2ccc([N+](=O)[O-])cc2)n1	99*	-5
94	Cc1ccc2c(c1)CCCN2C(=O)c1ccc(-n2ccnc2C)nn1	-3	0
95	Cc1cc(NC(=O)CCN2C(=O)c3ccncc3C2=O)ccc1Br	-3	-4
96	CNc1nnc(CSc2nc3ccccc3s2)s1	-3	-4
97	COc1cc(/C=C2/N=C(c3ccc(Br)o3)OC2=O)cc(OC)c1OC	14	2
98	Cc1ccc(C(=O)N2CCC(CCNC(=O)Cc3cccc(C)c3)CC2)cc1	-6	4
99	O=C1C(c2ccc(F)cc2)N(CCc2ccc(Cl)cc2)C(=O)CN1C1CCCC1 (stereo not given)	4	-11
100	C=CCN1CCN(Cc2cc(=O)[nH]c(-c3ccccc3)n2)CC1	2	-2

Following part:
No.	SMILES	mHTT CaM bind	Pf apPOL block
101	Cc1ccc(Cl)cc1N1CCN(C(=O)Cn2c(-c3cnccn3)nc3ccccc32)CC1	4	-1
102	O=C(O)c1c2c(nc3ccccc13)CSc1ccc(Cl)cc1-2	nt	12
103	O=C(O)CC1(CC(=O)NCc2ccccn2)CCCCC1	nt	-3
104	Cc1ccc(NC(=O)c2c(O)c3cccnc3n(-c3cccc(F)c3)c2=O)cc1	-2	-6
105	O=C(COc1ccccc1Cl)N1CCCc2ccccc21	-19	-11
106	COc1ccc(NC(=O)Nc2nnc(-c3ccc4c(c3)OCO4)s2)cc1	-6	-3
107	CSc1oc(-c2ccc(F)cc2)nc1S(=O)(=O)c1ccc(Br)cc1	3	-1
108	CC(=O)Nc1ccc2nc(N3CCC(C(=O)NCCCOC(C)C)CC3)cc(C)c2c1	1	-4
109	O=C(Nc1cccc(C(F)(F)F)c1)c1cccnc1	-9	-1
110	CCC(=O)N1CCCC1c1nc2cc(-c3cccc(OC)c3)ccc2o1 (stereo not given)	35	-9
111	CCN(CC)C(=O)c1cc2sc3ccccc3c2s1	-9	-1
112	COc1ccc(O)c(C2NC(CC(C)C)(C(=O)O)C3C(=O)N(Cc4ccccc4)C(=O)C23)c1 (stereo not given)	5	2
113	NC(=O)c1ccc(-n2nnnc2SCc2ccc(Cl)cc2)cc1	3	-7
114	CC1(CCc2ccc3c(c2)OCO3)NC(=O)c2ccccc2N1 (stereo not given)	1	-3
115	Cn1cnc2cc(NC(=O)c3ccccc3)ccc21	4	-46
116	CCN(CC)CCCNC(=O)C1CC(c2cc(OC)ccc2OC)=NO1 (stereo not given)	-2	0
117	CN(CCCNC(=O)CC1CCN(C(=O)c2ccccc2)CC1)Cc1ccccc1	-6	-7
118	O=C(Nc1ccc(-n2cnnn2)cc1)c1csc(-c2cnccn2)n1	-7	6
119	COc1ccc(OC)c(S(=O)(=O)N(C)C2CCCCC2)c1	-6	-13
120	Cc1ccc(NC(=O)N2CCc3nc(-c4ccccc4)ncc3C2)cc1F	-9	-5
121	CC(=O)C=Cc1cc[n+](C)cc1	nt	2&-9
122	O=C1c2ccccc2C(=O)N1CCc1c[nH]c2ccc(O)cc12	7	0

Four structures from above, arranged by heavy-atom count, ascending:
No.	SMILES	mHTT CaM bind	Pf apPOL block
102	O=C(O)c1c2c(nc3ccccc13)CSc1ccc(Cl)cc1-2	nt	12
110	CCC(=O)N1CCCC1c1nc2cc(-c3cccc(OC)c3)ccc2o1 (stereo not given)	35	-9
117	CN(CCCNC(=O)CC1CCN(C(=O)c2ccccc2)CC1)Cc1ccccc1	-6	-7
108	CC(=O)Nc1ccc2nc(N3CCC(C(=O)NCCCOC(C)C)CC3)cc(C)c2c1	1	-4
